ST2 inh = blocks human ST2 binding to IL-33; AID 1259354; AlphaLISA ST2-Fc/biotin-IL-33 interaction, 1 h; Q01638; hit rate 2.3% among 78,000; inhibition, % for hits at 17 µM; in the data active means inhibition above about 30%; inconclusive means mostly about 10% to 28%
Target sequence (Q01638 whole entry, looked up): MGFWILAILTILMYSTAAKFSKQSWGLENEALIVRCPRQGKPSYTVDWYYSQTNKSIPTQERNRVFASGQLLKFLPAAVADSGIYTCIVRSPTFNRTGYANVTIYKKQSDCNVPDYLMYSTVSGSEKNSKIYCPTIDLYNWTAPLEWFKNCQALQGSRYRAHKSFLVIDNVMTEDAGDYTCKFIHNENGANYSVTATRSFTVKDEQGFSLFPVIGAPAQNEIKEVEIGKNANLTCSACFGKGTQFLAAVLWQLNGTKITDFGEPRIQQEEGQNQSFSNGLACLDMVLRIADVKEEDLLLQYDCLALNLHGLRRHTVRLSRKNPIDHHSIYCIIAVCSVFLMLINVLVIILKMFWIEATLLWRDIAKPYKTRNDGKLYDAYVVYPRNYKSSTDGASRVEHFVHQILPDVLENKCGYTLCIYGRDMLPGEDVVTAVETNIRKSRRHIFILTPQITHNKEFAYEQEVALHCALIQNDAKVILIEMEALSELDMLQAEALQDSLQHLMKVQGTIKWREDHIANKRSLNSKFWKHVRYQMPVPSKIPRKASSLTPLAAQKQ
* hit, by the source's call; i = inactive; ? = inconclusive.

smiles | ST2 inh
CN(C)c1ccc(C2C(C(=O)c3cc4ccccc4o3)=C(O)C(=O)N2CCN2CCOCC2)cc1 (stereo not given) | i
O=C(NCc1ccco1)c1ccc([N+](=O)[O-])cc1 | i
Cc1[nH]c2c(F)cccc2c1CC(=O)NCCSc1nnnn1C | ?
O=S(=O)(c1cccc2nsnc12)N1CCC2(CCNCC2)C1 | i
O=[N+]([O-])c1ccc(N2CCN(c3nc(N4CCN(CCO)CC4)nc4ccccc34)CC2)cc1 | 31%*
c1ccc(C(c2ccccc2)c2noc(CN3CCC(c4ccncc4)CC3)n2)cc1 | i
Cc1cccc(Cc2c(C)nc3nc(SCC(=O)NC4CC4)nn3c2C)c1 | i
CCCC(=O)N1c2ccccc2NC2=C(C(=O)CCC2)C1c1cccc(Br)c1 (stereo not given) | i
Cc1nc(-c2ccccc2)cc(N2CCCC2)n1 | i
Cc1cc2ccccc2c(=O)n1CC(=O)NCC(=O)N1CCCCCC1 | i
Cc1cc(C(=O)Nc2ccccc2Sc2c(C)n[nH]c2C)n[nH]1 | i
CCc1nc(NC)nc(OC)n1 | 68%*
CN(C)c1ccc(NC(=O)CC2SC(N)=NC2=O)cc1 (stereo not given) | ?
C=C(CCO[C@@H]1O[C@H](CO)[C@@H](O)[C@H](O)[C@H]1O)C(=O)O | i
CCC(=O)Oc1ccc(-c2nc(-c3ccccc3)c3ccccn23)cc1 | ?
O=C(Cc1c([N+](=O)[O-])cc([N+](=O)[O-])cc1S(=O)Cc1ccccc1)Nc1ccccc1 (stereo not given) | ?
CCOCCCNC(=O)C1c2c(n(C)c3ccccc23)SCC(=O)N1CCc1ccsc1 (stereo not given) | i
Cc1[nH][nH]c(=O)c1C(c1cc(Br)ccc1O)c1c(C)[nH][nH]c1=O | ?
CCc1[nH]c2c(CNC(=O)C(C)Cn3cccn3)cc(C)cc2c1C (stereo not given) | i
Cc1oc2cc(OCC(=O)O)ccc2c(=O)c1Oc1ccccc1 | i
CCOc1ccc(NC(=O)C2CCCN2S(=O)(=O)c2ccc3c(c2)CCCC(=O)N3)cc1 (stereo not given) | i
Cc1ccc(C)c(OC(C)C(=O)NCCNS(C)(=O)=O)c1 (stereo not given) | i
Cc1nc2ncccn2c1C(=O)N1CCCC2(CC1)CN(C)C(=O)O2 (stereo not given) | ?
O=C(NCCS(=O)(=O)N1CCCC1)c1cccc(Cn2cccn2)c1 | ?
CN(CC1COc2ccccc2O1)C(=O)c1cn(Cc2ccccc2Cl)nn1 (stereo not given) | ?

Next section
smiles | ST2 inh
N#CC1=C([S-])NC(O)(c2ccccc2)C([n+]2ccccc2)C1c1ccccc1Br (stereo not given) | ?
Cc1ccc(C(=O)NCCCN2CCOCC2)c(Cl)c1 | ?
CC(C)(C(=O)O)c1ccc([N+](=O)[O-])cc1 | i
Cc1cc(-c2ccc(NC(=O)c3ccccc3F)c(C)c2)ccc1NC(=O)c1ccccc1F | ?
CCN(CC)C(=O)Cn1cnc2sc(C(=O)N3CCCCC3)c(C)c2c1=O | i
CCOc1ccc(-c2nc3cc(N)ccc3o2)cc1 | ?
N#CC1=C(N)OC2=C(C(=O)CCC2)C1c1ccccc1[N+](=O)[O-] (stereo not given) | i
C=CCn1c(O)c(C2=c3cc(Br)ccc3=NC2=O)c2ccccc21 | 37%*
NCC1CN(C(=O)C(=O)NC2CCCC2)CCO1 (stereo not given) | i
CC1=C(C(=O)N(C)CC2CCN(CCc3ccc(F)cc3)CC2)OCCO1 | ?
CC(C)c1ccc(OCC(=O)Nc2ccc(NC(=O)c3cccs3)cc2)cc1 | i
CC(=O)N1CCC[C@H]1C(=O)N(Cc1ccco1)Cc1cccs1 | i
CCOC(=O)N1CCN(Cc2ccc(Cl)c(Cl)c2)CC1 | i
O=C1NCC2(CCCN(c3cnc4ccccc4n3)CC2)O1 (stereo not given) | i
CSc1nc2c(c(=O)[nH]1)C(c1ccncc1)C1=C(CCCC1=O)N2 (stereo not given) | i
CCOC(=O)c1ccc(NC(=O)CN2CCN(Cc3ccc(F)cc3Cl)S2(=O)=O)cc1 | i
O=C(CCN1CCN(Cc2ccccc2)CC1)N1CCCc2c1c(=O)oc1ccc(O)cc21 | ?
CCN(CC)C(=O)Cn1cnc2sc(C(=O)Nc3c(F)cccc3F)c(C)c2c1=O | i
CC(C(=O)N1CCC(c2n[nH]c(=O)n2-c2ccccc2)CC1)n1ccnc1 (stereo not given) | i
CC1=C(C(=O)Nc2ccc(F)cc2F)C(c2ccc(N(C)C)cc2)C2=C(CC(C)(C)CC2=O)N1 (stereo not given) | ?
O=C(Nc1ccccc1)c1cc2ccccc2oc1=Nc1cccc(F)c1 | i
O=c1oc2ccc3ccccc3c2cc1-c1nc(-c2ccncc2)n[nH]1 | i
O=C(O)CNC(=O)CN1C(=O)c2ccc(C(=O)O)cc2C1=O | i
O=C(c1ccc(=O)[nH]c1)N1CCOc2c(O)cc(-c3nc4ccccc4s3)cc2C1 | i
CCN(CC)C1CCN(C(=O)c2cc(NC(C)=O)ccc2Cl)C1 (stereo not given) | i

New compounds follow
smiles | ST2 inh
Cc1ccnc(N=Cc2nc(-c3ccc(Br)cc3)oc2O)c1 | ?
CCCc1cc2c(=O)c(-c3ccc4c(c3)OCCO4)c(C)oc2cc1OC(C)=O | i
O=S(=O)(Cc1ccccc1)NCc1ccc2c(c1)OCO2 | i
O=C(CCNC(=O)C1CC2(CCNCC2)CN1)Nc1nccs1 (stereo not given) | ?
Cc1cccc(NC(=O)CCC2CCN(S(=O)(=O)c3ccsc3)CC2)c1 | ?
CN1CCN(C(=O)CC[C@H]2CNC(=O)[C@@H]3[C@@H](CCN3Cc3ncc[nH]3)N2C)CC1 | i
Cc1ccccc1N1CCN(C2CCCN(C(=O)CCOc3ccccc3)C2)CC1 (stereo not given) | i
O=C(Cn1cnc2c(cnn2-c2ccc(Cl)cc2)c1=O)N1CCc2ccccc21 | i
CCC(=O)Nc1cccc(Oc2ccc3c(c2)C(=O)N(c2ccc(OC)cc2)C3=O)c1 | i
CN(C)C(=O)c1ccc(S(=O)(=O)NC2CCCCCC2)s1 | i
COCCNc1nc2c(c(=O)n(C)c(=O)n2C)n1Cc1c(F)cccc1Cl | i
CC(=O)Nc1ccc(CN2CCC(O)(c3ccccc3C)C2)cc1 (stereo not given) | ?
O=C(COc1ccccc1Cl)c1ccc(F)cc1 | i
CN1CC2(CCN(C(=O)c3scc4c3OCCO4)C2)OC1=O (stereo not given) | ?
CC(=O)Cc1nsc(NC(=O)c2ccc(Br)o2)n1 | i
CC(=O)C1=C(O)C(=O)N(c2cccnc2)C1c1cccc([N+](=O)[O-])c1 (stereo not given) | i
COCCNC(=O)CSc1nc(-c2ccc(Cl)cc2)[nH]c1-c1ccc(Cl)cc1 | i
O=C1c2ccc(F)cc2C(=O)N1c1cccnc1 | i
CC(=O)Nc1cccc(N2C(=O)c3c(C)nc4ccccc4c3C2=O)c1 | ?
Cn1c(SCC(=O)Nc2ccccc2F)nc2c([nH]c3ccccc32)c1=O | i
Cc1ccn2c(NC(=O)c3ccc([N+](=O)[O-])cc3)c(-c3ccccc3)nc2c1 | i
CCc1nnc(NC(=O)CSc2ncccn2)s1 | i
O=C(Nc1ccc(F)cc1)c1ccccc1[N+](=O)[O-] | ?
Cc1cc(C)c(Nc2nnc(Cc3ccccc3)c(=O)[nH]2)c(C)c1 | i
C=CCc1cc(OC)ccc1OCCCn1ccnc1 | i

Retrieved by structure from the entries so far:
smiles | ST2 inh
Cc1ccn2c(NC(=O)c3ccc([N+](=O)[O-])cc3)c(-c3ccccc3)nc2c1 | i
O=C(Nc1ccc(F)cc1)c1ccccc1[N+](=O)[O-] | ?
O=C(COc1ccccc1Cl)c1ccc(F)cc1 | i
CC(=O)C1=C(O)C(=O)N(c2cccnc2)C1c1cccc([N+](=O)[O-])c1 (stereo not given) | i

Grouped by structure, the compounds so far containing two or more sulfur atoms
smiles | ST2 inh
O=S(=O)(c1cccc2nsnc12)N1CCC2(CCNCC2)C1 | i
CCOCCCNC(=O)C1c2c(n(C)c3ccccc23)SCC(=O)N1CCc1ccsc1 (stereo not given) | i
Cc1cccc(NC(=O)CCC2CCN(S(=O)(=O)c3ccsc3)CC2)c1 | ?
CN(C)C(=O)c1ccc(S(=O)(=O)NC2CCCCCC2)s1 | i
CCc1nnc(NC(=O)CSc2ncccn2)s1 | i

3 entries already listed, arranged by number of heavy atoms, ascending.
smiles | ST2 inh
CN1CC2(CCN(C(=O)c3scc4c3OCCO4)C2)OC1=O (stereo not given) | ?
Cc1cc(C)c(Nc2nnc(Cc3ccccc3)c(=O)[nH]2)c(C)c1 | i
CC(=O)Nc1cccc(N2C(=O)c3c(C)nc4ccccc4c3C2=O)c1 | ?

The list continues:
smiles | ST2 inh
Oc1ccccc1C1=NNC(c2ccc(Br)cc2)C1 (stereo not given) | i
O=C(Nc1cccc(-n2cccn2)c1)C1CCCN(Cc2cc3ccccc3o2)C1 (stereo not given) | i
CCOC(=O)c1ccc(Nc2ncnc3c2cnn3-c2ccc(Cl)cc2)cc1 | i
CCCC1COCCN1C(=O)COc1ncnc2ccccc12 (stereo not given) | ?
Cc1ccc(NC(=O)CC(C)C)c(NC(=O)CC(C)C)c1 | ?
COc1ccccc1NC(=O)NCC1CCCN(Cc2cnc[nH]2)C1 (stereo not given) | i
CC(C)(C)C1CCC2(CC1)SCC(=O)N2c1ccc(Cl)cc1 (stereo not given) | 36%*
Cc1ccc(-n2ncc3c2CC(C)(C)CC3NC2CCSCC2)cc1 (stereo not given) | i
O=C1CC(c2cccc([N+](=O)[O-])c2)CC2=C1C(c1ccco1)Nc1ccccc1N2 (stereo not given) | i
COc1ccc(-c2csc(NC(=O)c3ccc(Br)s3)n2)cc1OC | ?
CCc1ccc(-c2nccn2CCSc2nncn2C)o1 | i
Cc1[nH]c(-c2ccccc2)nc1C(=O)N1CCC(O)(CN(C)C)C1 (stereo not given) | i
O=C(O)c1c[nH]c2ccc(S(=O)(=O)N3CCN(c4ccccn4)CC3)cc2c1=O | i
CCN(CC)CCOC(=O)c1cc(Cl)c(N)cc1OC | ?
O=C(c1cc(F)c(F)cc1Cl)N1CCN(c2c(Cl)cccc2[N+](=O)[O-])CC1 | ?
COc1cccc2sc(N3CCCC3)nc12 | ?
O=C(CN1CCCN(Cc2ccccc2Cl)S1(=O)=O)Nc1ccc2c(c1)OCO2 | i
COc1ccc(C(=O)ON=C2C(C)=CC(=O)C=C2C)cc1 | 52%*
CN(Cc1cc2n(n1)CCNC2)Cc1nc2ccsc2c(=O)[nH]1 | i
CCCCN(C)C(=O)c1nn(-c2ccc(Cl)cc2)c(=O)c2ccccc12 | i
Cc1nc2c(C(=O)NCc3ccc4c(c3)OCO4)c[nH]n2c(=O)c1Cc1ccccc1F | i
CCOc1ccccc1N1COc2ccc3ccccc3c2C1 | i
Cc1ccc(CNC(=O)CCCn2c(=O)c3sccc3n(CC(N)=O)c2=O)cc1 | ?
CC(=O)/C(C)=N\O | i
Cn1c(=O)[nH]c(=O)c2c1nc(N1CCCCC1)n2CCSc1nc2ccccc2s1 | i

New compounds follow.
smiles | ST2 inh
O=C(NC1CC1)c1cc(=O)[nH]c2ccc(S(=O)(=O)N3CCCCCC3)cc12 | i
Cc1ccsc1[C@@H]1CCN(C(=O)Cn2nnc3ccccc3c2=O)C[C@H]1O | i
O=C1/C(=C/c2ccc(F)cc2)CS/C1=C\c1ccc(F)cc1 | i
CC(=O)c1ccc(OC(NC(=O)c2ccccc2[N+](=O)[O-])C(Cl)(Cl)Cl)cc1 (stereo not given) | i
COc1ccc(Br)cc1C1NC(=O)NC(C)=C1C(=O)OC(C)C (stereo not given) | i
CC1(C)CC(=O)C2=C(C1)Nc1nc(SCc3ccccc3)[nH]c(=O)c1C2c1ccncc1 (stereo not given) | i
c1ccc(-c2nc[nH]c2-c2cccn2-c2ncccn2)cc1 | ?
CC1=C(C#N)C(=O)N(C)C(=O)/C1=C/c1ccc(-c2cccc(Cl)c2C)o1 | ?
COc1ccc(C2C(=C(O)c3ccc(Cl)cc3)C(=O)C(=O)N2C)cc1 (stereo not given) | ?
COc1ccc(N(C(=O)c2ccc(Cl)cc2)C2C=CS(=O)(=O)C2)c(OC)c1 (stereo not given) | i
Cc1ccc(C2(O)CCN(c3nc(-c4cccc(C)c4)ccc3C(=O)O)CC2)nc1 | i
N#CC1=C(N)n2c(s/c(=C\c3ccc([N+](=O)[O-])cc3)c2=O)=C(C#N)C1c1ccc([N+](=O)[O-])cc1 (stereo not given) | ?
O=C(O)CCNCc1ccccc1 | i
O=C(Nc1ccccc1)/C(=C/c1ccc2c(c1)OCO2)NC(=O)c1ccccc1Cl | i
CCOC(=O)CSc1nc2c(c(=O)n1-c1ccc(OCC)cc1)SCC2 | i
Cc1cccc(C(=O)NN)c1 | i
CCn1c(C)ccc(C(=O)N2CCCC(N3CCc4ccccc4C3)C2)c1=O (stereo not given) | ?
Cc1cccc(CN2CCCC3(CCN(c4nc(C)cnc4C)C3)C2=O)c1 (stereo not given) | i
O=c1c(-c2ccccc2CN2CCOCC2)ccc2n1C[C@H]1C[C@@H]2CN(CC2CCCCC2)C1 | i
CCC(=O)N(c1ccc(Br)cc1)C1C=CS(=O)(=O)C1 (stereo not given) | i
COc1ccccc1NC(=O)C1=C(C)Nc2nnnn2C1c1cccnc1 (stereo not given) | i
O=[N+]([O-])CC1CCS(=O)(=O)C1 (stereo not given) | ?
O=C(NCCN1CCN(c2ccccc2)CC1)c1ccc2nc3ccc(Cl)cc3c(=O)n2c1 | i
O=C(CN1C(=O)c2ccccc2C1=O)Nc1ccc(Br)cc1C(=O)O | i
O=C(Nc1cccc2ccccc12)N[C@H]1CO[C@H]2[C@@H]1OC[C@@H]2Nc1nccc(-c2cccs2)n1 | i
CC(C)NC(=O)[C@H](CSCc1ccccc1)N1Cc2ccccc2C1=O | i
COc1ccc(-n2c(CN3CCN(S(=O)(=O)c4ccc(Br)cc4)CC3)nc3cccnc32)cc1 | i

Compound activity from PubChem BioAssay.

A portion of the library (hit frequency here may not be typical).
